Source: PubChem BioAssay
TbHK1 inh – blocks Trypanosoma brucei hexokinase 1 activity; 220,000 compounds, 0.11% hits; inhibition, % at 10 µM; recombinant TbHK1, G6PDH-coupled NADH A340;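 active means inhibition of 50% or more in the single-dose primary screen; inactive means inhibition below 50%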
Hck Nef HTS – human Hck-Nef kinase inhibition. Recombinant Hck-YEEI plus Nef, Z-Lyte FRET kinase assay. inhibition, % at 20 µM. 220,000 compounds, 0.68% hits;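 active means Hck-Nef kinase inhibition above about 50%, limit read from the data; inactive means inhibition below that limit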;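 further: 0% = DMSO with Hck plus Nef and 100% = Hck alone without Nef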
zVAD death inh – L929 zVAD cell death inhibition; L929 zVAD necroptosis rescue, ATP luminescence, 24 h; with zVAD 60 µM; viability rescue, % at 10 µM; 220,000 compounds, 0.38% hits;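 active means activation, scaled between plate controls, above about 75%, limit read from the data; inactive means activation under that limit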;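 further: 0% = zVAD with DMSO and 100% = DMSO alone without zVAD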
eIF4E 4G PPI – blocks eIF4E binding to eIF4G; TR-FRET eIF4E-eIF4GI(517-606) binding, 2 h; 220,000 compounds, 0.37% hits; P63073+Q04637; inhibition, % at 21.7 µM;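 active means inhibition above about 30%, limit read from the data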;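 further: 0% = full FRET control wells and 100% = background wells lacking eIF4GI fragment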
m-calpain inh – inhibitors of pig calpain II; inhibition, % at 16 µM; purified calpain II, fluorogenic peptide substrate, 30 min; 220,000 compounds, 0.37% hits;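 active means inhibition above about 50%, limit read from the data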
EP2 modulator – EP2 receptor (human) modulation. P43116. 260,000 compounds, 0.83% hits. induction, % at 25 µM. EP2-expressing cells, cAMP HTRF FRET, PGE2 co-stimulation;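 active means compounds whose cAMP rise, as percent of the full-agonist control response, exceeds 60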;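 further: rat C6 glioma line stably carrying human EP2 under a CMV promoter; the protocol text gives 20 µM as final concentration; 100% = response of wells given 1 µM PGE2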
Target sequence (P43116 whole entry, looked up): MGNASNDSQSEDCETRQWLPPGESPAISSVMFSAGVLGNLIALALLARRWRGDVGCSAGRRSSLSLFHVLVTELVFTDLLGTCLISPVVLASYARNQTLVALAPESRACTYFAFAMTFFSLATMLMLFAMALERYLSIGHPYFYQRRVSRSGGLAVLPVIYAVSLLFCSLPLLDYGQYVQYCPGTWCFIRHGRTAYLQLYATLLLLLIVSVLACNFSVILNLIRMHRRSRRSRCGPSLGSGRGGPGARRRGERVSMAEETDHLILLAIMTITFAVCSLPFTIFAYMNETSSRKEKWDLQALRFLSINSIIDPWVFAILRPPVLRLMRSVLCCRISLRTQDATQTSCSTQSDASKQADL
EP2 antag – blocks the human prostaglandin E2 receptor EP2. AID 1422. inhibition, % at 25 µM. 260,000 compounds, 0.52% hits. C6 glioma cells expressing human EP2, cAMP TR-FRET; cells stimulated with saturating PGE2;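 active means percent inhibition above 40 after rounding to a whole number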;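 further: rat C6 glioma host cells with rolipram phosphodiesterase inhibitor present; the protocol text gives 20 µM as final concentration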
14-3-3 Bad PPI – disrupts binding of bovine 14-3-3 zeta to phospho-Bad peptide; P63103; TR-FRET 14-3-3zeta/Dy647-pBad peptide displacement, 1 h; inhibition, % at 21.7 µM; 220,000 compounds, 0.71% hits; AID 781;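 active means inhibition above about 70%, limit read from the data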;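 further: 0% = full 14-3-3 plus peptide FRET controls and 100% = background without 14-3-3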
Target sequence (P63103 whole entry, looked up): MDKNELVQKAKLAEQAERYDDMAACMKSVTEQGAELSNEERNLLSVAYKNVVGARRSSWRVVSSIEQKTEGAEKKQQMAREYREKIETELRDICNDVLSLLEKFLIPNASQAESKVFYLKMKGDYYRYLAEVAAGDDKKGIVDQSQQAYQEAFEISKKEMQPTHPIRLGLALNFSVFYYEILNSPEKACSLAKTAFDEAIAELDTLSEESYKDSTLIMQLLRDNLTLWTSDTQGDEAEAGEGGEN
Rad51 HR inh – Rad51 (human) homologous recombination inhibition | inhibition, % at 10 µM | 200,000 compounds, 0.085% hits | AID 1385 | hRad51 DNA strand exchange, fluorescence dequenching;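 active means inhibition above 40% at the single screening dose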;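 further: 0% = DMSO control wells and 100% = blanks with heterologous ssDNA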
Target sequence (Q06609 whole entry, looked up): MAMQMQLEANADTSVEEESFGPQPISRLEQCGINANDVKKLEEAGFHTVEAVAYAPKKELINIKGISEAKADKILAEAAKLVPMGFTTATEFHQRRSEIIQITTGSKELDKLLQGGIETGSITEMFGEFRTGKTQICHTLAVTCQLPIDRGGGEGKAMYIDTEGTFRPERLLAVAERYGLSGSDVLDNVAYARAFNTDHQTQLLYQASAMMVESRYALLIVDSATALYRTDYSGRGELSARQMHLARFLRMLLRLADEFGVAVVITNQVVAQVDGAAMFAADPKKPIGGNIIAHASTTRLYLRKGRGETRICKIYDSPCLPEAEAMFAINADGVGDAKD
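Read-out basis: percent inhibition relative to plate controls and blanks / Assay system: human Rad51 nucleoprotein filaments preassembled on unlabelled ssDNA / Timing: filaments 15 min 37 °C, then compound 30 min / Control set: per-plate controls and blanks / Technique: fluorescence dequenching at 485/520 nm / Compound: 10 µM final, single point / Also added: Fluorescein- and BHQ1-tagged 47-mer duplex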
Numbers without * were called inactive; . = not tested or not shown; & = joins results of further samples; [ ] = remark or other dose.

Values run as follows: zVAD death inh | EP2 antag | eIF4E 4G PPI | Rad51 HR inh | EP2 modulator | TbHK1 inh | 14-3-3 Bad PPI | Hck Nef HTS | m-calpain inh
(1) CC(=O)NS(=O)(=O)c1ccc(NC(=O)c2ccc(Br)o2)cc1
→ 0.4 | 14 | -1 | -6 | 4 | -5 | 2 | 0 | 11
(2) Cc1cc(C)n(S(=O)(=O)c2ccc(Cl)c(Cl)c2Cl)n1
→ -0.4 | 3 | 4 | 1 | 30 | 7 | -5 | 9 | -1
(3) CC1CCCCN1C(=O)Cn1c(=O)oc2ccccc21 (stereo not given)
→ 0.0 | 8 | -6 | 1 | 6 | 3 | -8 | 1 | -1
(4) COc1ccc(Br)cc1CNC(=O)C1CCN(C(=O)N(C)C)CC1
→ 9.3 | -1 | 0 | 36 | 28 | -2 | -2 | -12 | -8
(5) C=CCn1c(SCc2c(C(=O)OC)sc(N)c2C(=O)OC)nnc1-c1ccc(Br)cc1
→ -1.0 | 13 | 13[fluorescence artefact?] | 5 | 24 | -21 | 22[fluorescence artefact?] | 5 | 15
(6) Cc1cc(C)nc(NC2=NCCN2C(=S)Nc2c(C)cccc2C)n1
→ -0.3 | 4 | 3 | . | 17 | -10 | 2 | -2 | 28
(7) Cc1cc(-c2n[nH]c(=S)n2/N=C/c2cccc(O)c2)n[nH]1
→ 0.8 | 9 | 3 | 2 | -3 | -15 | -2 | 0 | -17
(8) Cc1ccc(C(=O)NCCN2CCOCC2)cc1
→ -0.4 | 7&7 | -3 | 7 | 25&6 | 4 | 5 | 8 | -5
(9) CCCCC(=O)Nc1ccc(C(N)=O)cc1
→ 0.0 | 7 | -1 | -6 | 6 | -4 | -5 | 1 | 6
(10) O=c1oc2c(CN3CCN(CCO)CC3)c(O)ccc2cc1-c1ccccn1
→ 0.3 | 6 | 3 | -7 | 8 | -23 | -2 | -18 | -314
(11) O=C(Nc1cccc(C(F)(F)F)c1)C1CCCN(S(=O)(=O)c2cnc[nH]2)C1 (stereo not given)
→ 0.8 | 1 | 4 | -1 | 11 | 12 | -6 | 3 | 9
(12) COc1ccc(NC(=O)COC(=O)c2ccc([N+](=O)[O-])o2)cc1Cl
→ -1.4 | 6 | 6 | -8 | -67 | -4 | -2 | 12 | -33
(13) COc1ccc(/C=N/NC(=O)c2ccc(=O)[nH]n2)cc1OC
→ 0.3 | 9 | 3 | 8 | -10 | -40 | 14 | -1 | 14
(14) CN(C)/C=C/C(=O)c1ccc(Oc2ccccc2)cc1
→ 56 | 13 | 2 | -4 | -16 | -31 | -5 | 20 | 39
(15) c1ccc(-c2nnc(SCC3CCCO3)nc2-c2ccccc2)cc1 (stereo not given)
→ 0.0 | 10 | -2 | 9 | 53 | -11 | 1 | 6 | 26
(16) COC(=O)c1ccccc1NC(=O)CSc1ncn[nH]1
→ 0.2 | 6 | 2 | 8 | 30 | -8 | -2 | 8 | -13
(17) C/C(=C\C(=O)c1ccc(Cl)cc1)NCc1ccc2c(c1)OCO2
→ 0.5 | -9 | -5[fluorescence artefact?] | 3 | -29 | -1 | -6[fluorescence artefact?] | -1 | 24
(18) CCOc1ccccc1NC(=O)c1ccc(S(=O)(=O)N(C)C)cc1
→ 0.5 | 7 | 2 | 3 | 1 | -9 | 1[fluorescence artefact?] | 11 | 1
(19) N/C(Cc1ccc([N+](=O)[O-])cc1)=N\OC(=O)c1ccccc1F
→ -0.1 | 5 | 0 | . | 0 | -9 | -5 | 12 | -31
(20) COc1cc(NC(=O)CN2CCN(Cc3ccc4c(c3)OCO4)CC2)cc(OC)c1
→ -0.1 | 7 | 3 | . | -7&-9 | -8 | 82* | 8 | -4
(21) COc1ccc(CCNC(=O)c2ccc(Cl)cc2)cc1OC
→ -0.4 | 1 | 4 | 8 | -23 | 6 | -1 | 21 | 28
(22) OCC1(Cc2cccc(Cl)c2)CCCN(Cc2cnn(-c3ccccc3)c2)C1 (stereo not given)
→ 0.2 | 7 | 1 | 14 | -50 | 10 | -9 | 2 | 10
(23) COc1nc(N/N=C/c2ccc(-c3ccccc3[N+](=O)[O-])o2)nc(N2CCOCC2)n1
→ 5.8 | 10 | -7 | -1 | -47 | 21 | -8 | 10 | -22
(24) CCCCc1ccc(NC(=O)CSC2=C(C#N)C(c3ccco3)C3=C(CCCC3=O)N2)cc1 (stereo not given)
→ -1.1 | . | 2 | . | -2 | 4 | 0 | -3 | -5
(25) Cc1cc(C)cc(-n2c(C)cc(/C=N\NC(=O)COc3cccc4cccnc34)c2C)c1
→ 1.1 | 3 | -1 | . | 10 | -10 | -9 | 6 | -62
(26) CCCCCCCn1c(C)nnc1-c1cnn(C)c1N
→ 0.7 | 4 | -1 | -4 | 16 | 1 | -5 | -6 | 10
(27) Cc1ccc(/C=C2\SC(=S)N(C3CCS(=O)(=O)C3)C2=O)o1 (stereo not given)
→ 3.6 | 3 | 3 | -7 | -37 | -2 | -3 | 24 | -12
(28) O=C(O)CC(NC(=O)C12CC3CC(CC(C3)C1)C2)c1ccc2c(c1)OCO2 (stereo not given)
→ 0.1 | 2 | 2 | . | 29 | -9 | -3 | 2 | 0
(29) CCN(Cc1ccccc1)S(=O)(=O)c1nc2nc(C)c(C)c(C)n2n1
→ 1.1 | 4 | -1[fluorescence artefact?] | 6 | 7 | 1 | -8 | -7 | 26
(30) O=C(Cn1cc(C(=O)c2cccs2)c2ccccc21)NCc1ccc2c(c1)OCO2
→ 0.7 | 11 | 0 | -4 | 1 | -2 | 5 | 1 | 12

From no. 19 as far as 21, copied from above:
Values run as follows: zVAD death inh | EP2 antag | eIF4E 4G PPI | Rad51 HR inh | EP2 modulator | TbHK1 inh | 14-3-3 Bad PPI | Hck Nef HTS | m-calpain inh
(19) N/C(Cc1ccc([N+](=O)[O-])cc1)=N\OC(=O)c1ccccc1F
→ -0.1 | 5 | 0 | . | 0 | -9 | -5 | 12 | -31
(20) COc1cc(NC(=O)CN2CCN(Cc3ccc4c(c3)OCO4)CC2)cc(OC)c1
→ -0.1 | 7 | 3 | . | -7&-9 | -8 | 82* | 8 | -4
(21) COc1ccc(CCNC(=O)c2ccc(Cl)cc2)cc1OC
→ -0.4 | 1 | 4 | 8 | -23 | 6 | -1 | 21 | 28

Continuation.
Values run as follows: zVAD death inh | EP2 antag | eIF4E 4G PPI | Rad51 HR inh | EP2 modulator | TbHK1 inh | 14-3-3 Bad PPI | Hck Nef HTS | m-calpain inh
(31) Cc1cc2c(c(=O)o1)C(Cc1ccccc1)C(C#N)=C(N)O2 (stereo not given)
→ -0.9 | 13 | -4[fluorescence artefact?] | -2 | -3 | 3 | 14 | 2 | -1
(32) CCOc1ccc(/C=N/NC(=O)COc2ccccc2-c2ccccc2)cc1
→ 0.3 | 6 | 2 | 6 | 15 | -8 | 0 | -2 | 25
(33) CCOc1ccc(N2C(=O)Nc3ccccc3C2(O)C(=O)NCc2ccc3c(c2)OCO3)cc1 (stereo not given)
→ -0.3 | 6 | -8 | -5 | 6 | 7 | 10 | -2 | -19
(34) CCOC(=O)N1CCN(C(=O)c2cc3c(=O)n(C)c4ccccc4c3n2C)CC1
→ 0.0 | 8 | -4 | -1 | 9 | 1 | 8 | 0 | -40
(35) COc1ccc(NC(=O)c2c(-c3ccccc3Cl)noc2C)c(OC)c1
→ 0.3 | 8 | 4 | 2 | 38 | -4 | 2 | -4 | -4
(36) CCOC1=NS(=O)(=O)c2ccccc21
→ -0.3 | 7 | -5[fluorescence artefact?] | -15 | 7 | -2 | 2 | 2 | -4
(37) O=C(Nc1ccccc1)Nc1nnc(SCc2ccc(Cl)cc2)s1
→ 9.0 | 5 | -2 | -6 | 24 | -8 | 1[fluorescence artefact?] | 1 | -9
(38) Cc1ccc(OCCSc2nnc(NC(=O)c3ccco3)s2)cc1
→ 0.2 | 12 | 2 | -3 | 20 | -12 | -3 | -20 | -25
(39) COc1ccc(C2c3c(ccc4ccccc34)Oc3ncn4nc(-c5ccco5)nc4c32)cc1OC (stereo not given)
→ -1.3 | 7 | -4 | 2 | 6 | -15 | -12[fluorescence artefact?] | 1 | -83
(40) COc1ccc(C(N)=S)c(OC)c1
→ 1.5 | 5 | -1 | -7 | 1 | 21 | 8 | 11 | 29
(41) CCn1c(Cn2nnc(-c3ccccc3)n2)nnc1SCc1ccc(Cl)c(Cl)c1
→ 0.9 | 9 | 6 | -8 | -11 | 4 | 1 | 0 | 2
(42) COC(=O)c1c(-c2ccc(F)cc2)csc1NC(=O)c1ccco1
→ 0.0 | 12 | 1 | 2 | 44 | -17 | 5 | 0 | -85
(43) CC(=O)/C(=N\Nc1ccccc1Cl)Sc1cccc2cccnc12
→ 0.0 | 4 | 4 | -1 | 34 | -5 | -7[fluorescence artefact?] | 3 | 17
(44) CC(C)NC(=O)NNC(=O)c1nn(-c2ccc(F)cc2)ccc1=O
→ 0.3 | 8 | -1 | 20 | -16 | -13 | 0 | 10 | -6
(45) CCN(CC)CCN1c2ccccc2Sc2ccc3ccccc3c21
→ 1.9 | 16&11 | 8 | -4 | -32&-3 | -2 | -6 | -9 | -28
(46) Oc1cc2ccccc2cc1-c1n[nH]c(=S)o1
→ -0.1 | 6 | 3 | -4 | 5 | 0 | 40 | 5 | -271
(47) COc1ccccc1-c1cc(C(F)(F)F)nc(S(=O)(=O)CCCC(=O)N2CCCCC2C)n1 (stereo not given)
→ 49 | 12 | 3 | 8 | 50 | -18 | -3 | 2 | -107
(48) Cc1nc2oc3ccc(F)cc3c(=O)c2cc1C(=O)NC(C)(C)C
→ 0.3 | 4 | 3 | 2 | 6 | -8 | 8 | -2 | 16
(49) O=C(NC(=S)Nc1cc(-c2nc3ccccc3[nH]2)ccc1Cl)c1ccc2c(c1)OCO2
→ 3.8 | 11 | 2 | 6 | 0 | -8 | 53 | 46 | -39
(50) Cc1ccc(-c2csc3ncnc(Cl)c23)cc1
→ -0.5 | 7 | -8[fluorescence artefact?] | 8 | 45 | 2 | 2[fluorescence artefact?] | 2 | 20
(51) O=C(NC1CCSC1=O)C1CCCCC1 (stereo not given)
→ 0.4 | 6 | 3 | . | 6 | -3 | -9 | 13 | -20
(52) CC(/C=C/c1ccc2c(c1)OCO2)=N\NC(=O)c1cccc([N+](=O)[O-])c1
→ 0.5 | 1 | 5 | 1 | -13 | -12 | 17[fluorescence artefact?] | 1 | -21
(53) CCOc1ccc(S(=O)(=O)N(C)c2ccc(OCC(=O)NC3=NCCS3)cc2)cc1
→ 3.5 | 7 | -4 | 2 | -76 | 4 | -13 | 26 | -11
(54) O=C(O)C1CCC(=O)N(C2CCCCC2)C1c1ccccc1 (stereo not given)
→ -0.2 | 5 | 0 | 0 | 28 | 3 | 10 | 0 | 14
(55) COCCn1c(SCC(=O)N2CCCCC2)nc2ccccc2c1=O
→ -0.2 | 9 | -4 | 0 | -4 | 0 | -2 | 1 | -2
(56) O=C(CCN1C(=O)c2ccccc2C1=O)CN1CCOCC1
→ 0.6 | 3 | 0 | . | 14 | -6 | -1 | 6 | -6
(57) C/C(=N/NC(=O)c1ccc2nc[nH]c2c1)c1cccs1
→ 1.0 | 4 | -6 | 7 | -7 | -28 | 13[fluorescence artefact?] | 4 | -5
(58) CC1CCN(S(=O)(=O)c2cc(Cl)ccc2Br)CC1
→ 0.1 | 2 | -1 | 2 | 3 | 2 | 5 | 0 | 26
(59) Cc1cc(NC(=O)c2cc([N+](=O)[O-])cc([N+](=O)[O-])c2)no1
→ 0.6 | 11 | 4 | . | -8 | -11 | -2 | 10 | -12
(60) CCOC(=O)C1=C(C)Nc2ncnn2C1c1ccc2c(c1)OCO2 (stereo not given)
→ -0.9 | 12 | -1 | 2 | 28 | 5 | 3 | -9 | 18
(61) COc1ccc(C(C#N)N2CCC(c3ccccc3)=N2)cc1OC (stereo not given)
→ 2.2 | 0 | 2 | -1 | -17 | -8 | -3 | 20 | -3

An excerpt (hit frequency here may not be typical).
